ERK EGF inh: inhibitors of EGF-stimulated ERK signaling pathway; HEK293-V1b, EGF-stimulated phospho-ERK AlphaScreen; Potency, µM (series often up to 11.5 µM), without a hit: at the top dose activity change, negative = inhibition, actives largely listed as inhibitors; hit rate 0.41% among 130,000; AID 1454; active = well fitted inhibition curve with a large enough effect; inconclusive = small, poorly fitted or top-dose-only effect, or effect the other way;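 note: plate controls were stimulated vehicle wells for no effect and unstimulated vehicle basal for full effect; nearly all actives have a fitted effect of over 55% in size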
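EGF-stimulated (25 nM, 5 min) phospho-ERK in HEK293 cells stably expressing V1b, cells pretreated 30 min with compound at 37C. Homogeneous AlphaScreen read on lysates.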
Starred values were filed as active, the others as inactive; ? = inconclusive; & = joins results of further samples; [ ] = dose if it differs, or a comment. Potency is the fitted concentration of half-maximal effect. These rows are one share of the data. The share of hits here may be higher or lower than overall.

# | SMILES | ERK EGF inh
1 | Clc1nc(NCc2cccnc2)nc(N2CCOCC2)n1 | 12%
2 | COc1ccc(Cl)cc1-c1nc(SCC(=O)NC2CC2)n[nH]1 | -12%
3 | COc1cccc(N2C(=O)CC(NNC(=O)c3cccs3)C2=O)c1 (stereo not given) | -6%
4 | CCC/C=C(\CCC)C(NC(=O)OCC(C)C)c1ccc(C(=O)OC)cc1 (stereo not given) | -10%&1%
5 | O=C(NCc1ccccc1)c1ccc(C2SCC(=O)N2Cc2ccccc2)cc1 (stereo not given) | 10%
6 | CC(=O)N1N=C(c2ccc(C)cc2)CC1c1ccc2c(c1)OCO2 (stereo not given) | -15%[57.5 µM]
7 | Cc1ccccc1S(=O)(=O)c1cc(C#N)c(=O)[nH]c1N | 0%
8 | Cc1ccc(NC(=O)C/C(N)=N/OC(=O)c2ccccc2)cc1 | 2%
9 | CC(=C1C(=O)c2ccccc2C1=O)N1CCN(c2ccc(F)cc2)CC1 | 0%[57.5 µM]
10 | COC(=O)N1CC=CC1(C)C(=O)NCC1CC1 (stereo not given) | 6%
11 | CCC(=O)N1CCC(c2ccc(OC)cc2)=N1 | -7%
12 | COc1ccccc1OCCn1cc(C(=O)O)c2ccccc21 | -25%
13 | COCC(=O)Nc1cc(C(=O)Nc2ccccc2)ccc1Cl | 2%
14 | O=Cc1ccc(Sc2ncccn2)o1 | -4%
15 | CCOc1cc(/C=C2/SC(=S)N(C)C2=O)ccc1Oc1ccc([N+](=O)[O-])cc1[N+](=O)[O-] | -5%
16 | CCC1CCCCN1S(=O)(=O)c1ccc(NC(=O)c2cccs2)cc1 (stereo not given) | 4%
17 | CC(=O)c1cc(-c2ccc(F)cc2)n(CCC(=O)NC(C)(C)C)c1C | 7%
18 | O=c1[nH]c(C2CCCCC2)nc2ccccc12 | -4%
19 | Cn1cc(Cl)nc1C(O)c1ccccc1 (stereo not given) | -8%
20 | Cc1cc2ccccn2c1C(=O)c1cc([N+](=O)[O-])cc([N+](=O)[O-])c1 | 28µM*
21 | CC(=O)c1c(C)[nH]c(C(=O)OCC(=O)Nc2ccccc2Cl)c1C | -2%
22 | CC(C)(C)c1cc(-c2n[nH]c(=S)n2-c2ccc(Cl)cc2)n[nH]1 | 0%[57.5 µM]
23 | CC(OC(=O)CCc1nc2ccccc2[nH]c1=O)c1ccccc1 (stereo not given) | -3%
24 | CCC(C(=O)Nc1ccccc1)c1ccccc1 (stereo not given) | -5%
25 | CC1(C)C(=O)OC(c2ccccc2)C(C)(C)C1=O (stereo not given) | 10%[57.5 µM]
26 | O=C(CSc1ncnc2scc(-c3ccccc3)c12)N1CCN(c2ccccc2F)CC1 | 1%
27 | COc1ccc(CC2(C)OC(c3ccncc3)=NN2C(C)=O)cc1 (stereo not given) | ?
28 | O=C(Cn1cnc2c(nnn2Cc2ccc(F)cc2)c1=O)Nc1ccccc1 | -3%[57.5 µM]
29 | NNc1nc2c(F)cc(F)cc2s1 | 2%
30 | O=S1(=O)[C@H]2C[C@@H]3CC[C@]2(CN1Cc1cccc(F)c1)O3 | -7%[57.5 µM]
31 | Cc1ccc(NC(=O)COC(=O)c2ccccc2-c2nc3ccccc3s2)c(C)c1 | 0%
32 | CC(C)(O)C#Cc1ccc([C@@H]2C[C@H]3CN(c4ccccc4)C(=O)[C@]34CCCN24)s1 | 10%
33 | CCCCCC(=O)Nc1cccc(C2=NOC3(C2)C[C@H](C(N)=O)N(C(=O)[C@H]2CCC(=O)N2)C3)c1 (stereo not given in full) | 12%[57.5 µM]
34 | Cn1c(=O)c2c(nc(NCCCO)n2CCc2ccccc2)n(C)c1=O | 7%
35 | Cc1ccc(C(=O)N2CCN(S(=O)(=O)c3ccc(C)c([N+](=O)[O-])c3)C2)cc1 | 8%
36 | CCOC(=O)/C=c1\s/c(=C\c2ccc(C#N)cc2)c(=O)n1CC(=O)NCc1ccco1 | 6%
37 | COc1c2c(c(C)c3c1C(=O)OC3)O[C@@]1(C)CC[C@@]3(O)C(C)(C)OC(=O)CC[C@]3(C)[C@H]1C2 | 6%[57.5 µM]
38 | CCNc1ccc(C(=O)OCC(=O)NC(C)c2ccccc2)cc1[N+](=O)[O-] (stereo not given) | 3%
39 | Cn1c(SCC(=O)N2CCCC2=O)nc2ccccc21 | -5%
40 | COc1ccc2[nH]c3c(=O)n(N)c(C)nc3c2c1 | 7%

Random excerpt: 5 entries already listed
# | SMILES | ERK EGF inh
28 | O=C(Cn1cnc2c(nnn2Cc2ccc(F)cc2)c1=O)Nc1ccccc1 | -3%[57.5 µM]
24 | CCC(C(=O)Nc1ccccc1)c1ccccc1 (stereo not given) | -5%
29 | NNc1nc2c(F)cc(F)cc2s1 | 2%
37 | COc1c2c(c(C)c3c1C(=O)OC3)O[C@@]1(C)CC[C@@]3(O)C(C)(C)OC(=O)CC[C@]3(C)[C@H]1C2 | 6%[57.5 µM]
36 | CCOC(=O)/C=c1\s/c(=C\c2ccc(C#N)cc2)c(=O)n1CC(=O)NCc1ccco1 | 6%

Next part:
# | SMILES | ERK EGF inh
41 | CN(C)C(/C=C/Nc1cccc(Br)c1)=C(C#N)C#N | -12%[57.5 µM]
42 | CN1CCN(C(=O)C2=C[C@H](c3ccc(C(F)(F)F)cc3)C[C@H](OCc3ccc(CO)cc3)O2)CC1 | -10%[57.5 µM]
43 | Cc1cccc2nc(-c3ccccc3)nc(N[C@@H](CO)c3ccccc3)c12 | 18%
44 | CC(C)c1ccc(OCC(=O)Nc2cccc(C(=O)Nc3ccccc3C(=O)O)c2)cc1 | -9%
45 | Cc1ccc(NC(=O)c2ccc3c(c2)OCCO3)cc1S(=O)(=O)Nc1cccc(Cl)c1 | -7%
46 | Nc1nc(=S)n(-c2ccccc2)[nH]1 | -3%
47 | O=C(CNCC1CCCO1)NCc1ccco1 (stereo not given) | 38%
48 | O=C(Nc1ccc2c(c1)C(=O)N(c1ccccc1)C2=O)C1CCCO1 (stereo not given) | 4%
49 | COc1cc2cc3c4cc(OC)c(OC)cc4cc[n+]3c(C)c2cc1OC | 4%
50 | Cn1c(=O)c2[nH]c(C3CCCC3)nc2n(C)c1=O | -4%&1%
51 | CC(C(=O)Nc1cccnc1)c1ccc([N+](=O)[O-])cc1 (stereo not given) | -4%
52 | CC1(C)CC(=O)c2c(S(C)(=O)=O)sc(Br)c2C1 | -9%[57.5 µM]
53 | CSCCOC(=O)COc1ccc(/C=N/NC(=O)c2c(Cl)cnn2C)cc1 | 10%[57.5 µM]
54 | COCCN(C(=O)CC1C(=O)NCCN1CC(c1ccccc1)c1ccccc1)C(C)C (stereo not given) | ?
55 | CC#CC(=O)N1CCC(CO)(CCc2ccccc2)CC1 | -5%
56 | O=C(CC(c1ccccc1)c1ccccc1O)NCc1ccccc1Cl (stereo not given) | -4%
57 | COc1ccc(N=Nc2c(N)n[nH]c2N)cc1 | 4%[57.5 µM]
58 | CCOC(=O)/C=C/C(=O)OCC(=O)Nc1c(Cl)cccc1Cl | -6%
59 | O=c1oc2ccc([N+](=O)[O-])cc2c(N2CCOCC2)c1[N+](=O)[O-] | 1%
60 | O=C1OC(Cc2ccncc2)C(O)=C1C1=NCCCN1 (stereo not given) | 5%

Down the list, quoted from above.
ERK EGF inh for entries 41 to 51: -12%[57.5 µM], -10%[57.5 µM], 18%, -9%, -7%, -3%, 38%, 4%, 4%, -4%&1%, -4%

Continued:
# | SMILES | ERK EGF inh
61 | COC(C(=O)Nc1cc([N+](=O)[O-])ccc1C)c1ccccc1 (stereo not given) | -2%
62 | O=C(COC(=O)c1cc(=O)[nH]c2ccccc12)c1ccc(Br)cc1 | 38%[57.5 µM]
63 | Cc1[nH]c(=O)[nH]c(=O)c1/C=N/NC(=O)CCCCCNC(=O)OC(C)(C)C | -12%[57.5 µM]
64 | Cc1cc(CNC(=O)C(C)Cc2ccccc2)nn1C (stereo not given) | -9%&20%
65 | CCOc1ccccc1NC(=O)CC1Nc2ccccc2NC1=O (stereo not given) | 3%
66 | COc1ccc(/C=C/c2nnc(NC(=O)CSc3ccc(Cl)cc3)s2)cc1 | -2%
67 | Cc1onc(-c2c(F)cccc2Cl)c1C(=O)NC(=S)Nc1c(C)n(C)n(-c2ccccc2)c1=O | 2%
68 | O=C(C[n+]1ccccc1)N/N=C/c1ccccc1F | 2%
69 | O=C(O/N=C/c1ccc2c(c1)OCO2)c1ccc([N+](=O)[O-])cc1 | -20%
70 | CCc1[nH]nc2c1C1(CCN(C(=O)OCc3ccccc3)CC1)C(C#N)=C(N)O2 | 3%
71 | CC(C)(C)C(=O)Cn1c(=O)n(CC2CCCO2)c(=O)c2ccccc21 (stereo not given) | -2%
72 | O=C(O)c1ccc(N=c2oc3cc(O)ccc3cc2C(=O)NCc2ccccc2)cc1 | 5%
73 | CCc1nc(NC(C)(C)C)c2cnn(-c3ccccc3)c2n1 | 10%[57.5 µM]
74 | Cc1ccc(NC(=O)Nc2ccc(S(N)(=O)=O)cc2)cc1 | 9%[57.5 µM]
75 | O=C(N/N=C/c1ccc(Br)o1)c1cncc(Br)c1 | -2%
76 | O=C(COc1ccc2ccc(=O)oc2c1)c1ccccc1 | -9%[57.5 µM]
77 | O=C(N/N=C1\CC2CC=CC12)c1ccc(Br)cc1 (stereo not given) | -8%
78 | CCOC(=O)N/N=C/c1c[nH]c2ccccc12 | -5%
79 | CCCCC(=O)Oc1ccccc1C(=O)O | 19%
80 | NC(=O)CSc1nnc(-c2ccccc2Br)n1-c1cccc(C(F)(F)F)c1 | 0%
81 | O=c1c2ccccc2nc(-c2cccs2)n1-c1ccc2ccccc2c1 | -14%
82 | CCOc1ccc(NC(=O)C[n+]2ccc(N(C)C)cc2)cc1 | -1%
83 | O=C(O)CCC(=O)Nc1ccc(-n2ccc(C(F)(F)F)n2)cc1 | 5%[57.5 µM]
84 | O=C(N/N=C\c1ccc(-c2ccc([N+](=O)[O-])cc2)o1)c1ccc2c(c1)OCO2 | 5%
85 | CCOC(=O)c1[nH]c2ccc(F)cc2c1NC(=O)CCN1CCOCC1 | -2%
86 | Cc1ccc(S(=O)(=O)N(C)CC(=O)OCC(=O)Nc2ccccc2)cc1 | 2%[57.5 µM]
87 | Cc1ccccc1NC1=C(Cl)C(=O)N(C2CCCCC2)C1=O | 1%
88 | CC(C)(C)c1cc(-n2ccnc2)n2ncc(-c3ccc(Cl)cc3)c2n1 | 27%
89 | COc1ccccc1OCC(=O)NN=C(Cc1ccccc1)Cc1ccccc1 | 23%
90 | COC1CCC(C(=O)c2ccc3nc4c(cc3c2)CCCO4)CC1 (stereo not given) | ?
91 | O=[N+]([O-])c1cccc(P(=O)(O)c2cccc([N+](=O)[O-])c2)c1 | 8%[57.5 µM]
92 | Cc1ccc(S(=O)(=O)N(C)C)cc1NC(=S)NC(C)CCC(C)C (stereo not given) | -4%
93 | CCN1C(=O)/C(=C2\Sc3ccccc3N2CC)OC1=S | 13%
94 | c1ccc(-c2noc(CN3CCCC(OCc4ccccn4)C3)n2)cc1 (stereo not given) | 4%
95 | CCc1cccc(CC)c1NC(=S)/C(=C(\[O-])c1ccc(Cl)s1)[n+]1ccccc1 | -4%
96 | CC1CCCCN1C(=O)Cn1cnc2cc([N+](=O)[O-])ccc2c1=O (stereo not given) | -6%
97 | NC(=O)[C@@H]1CC2(CC(c3cccc(NC(=O)[C@H]4CCC(=O)N4)c3)=NO2)CN1C(=O)COc1ccc(Cl)cc1 (stereo not given in full) | -3%[57.5 µM]
98 | CCC(C)(C)c1ccc(Oc2cccc(C(=O)O)c2)cc1 | -3%[57.5 µM]
99 | CC(C)=CCN1CCN(Cc2nc(C(C)C)cs2)CC1CCO (stereo not given) | -22%
100 | O=C(CCCSc1nc(-c2ccco2)cc(C(F)(F)F)n1)NCC1CCCO1 (stereo not given) | -8%
101 | CCOC(=O)c1ccc(-n2c(C)ccc2C)cc1 | -1%
102 | O=c1[nH]c2ccsc2c(=O)n1CCO | -3%[57.5 µM]
103 | C=CCOC(=O)N[C@H](c1ccccc1)C(C(C)=O)C(C)=O | -9%
104 | COC(=O)[C@@]1(Cc2ccc(F)cc2)[C@H]2c3cc(C(=O)N(C)C)n(Cc4cc(C)n(C)n4)c3C[C@H]2CN1C(=O)c1ccccc1 | -9%
105 | CC(Sc1nnc(Nc2ccccc2)s1)C(=O)Nc1nc(-c2ccccc2)cs1 (stereo not given) | 31%
106 | COc1ccc(C(=O)NC(=S)NNC(=O)c2c(-c3ccccc3)noc2C)cc1 | -1%
107 | CCc1ccc(Nc2ccc(S(=O)(=O)N3CCOCC3)cc2[N+](=O)[O-])cc1 | ?
108 | O=C(Nc1ccc(N2CCN(C(=O)c3ccco3)CC2)cc1)c1ccc2c(c1)OCO2 | -4%
109 | O=c1[nH]c(O)c(C=Nc2ccc(Cl)cc2Cl)c(=O)[nH]1 | 4%[57.5 µM]
110 | CC1Cc2ccccc2N1C(=O)CO/N=C/c1ccc(OC(F)F)cc1 (stereo not given) | 9%
111 | COC(=O)c1cccc(/C=N/NC(N)=S)c1O | 8%[57.5 µM]
112 | COc1ccc(Cl)cc1NC(=S)NCCN1CCOCC1 | 1%
113 | CCC(C)C1NC(=O)C(CCNCS(=O)(=O)O)NC(=O)C(NC(=O)C(CCNCS(=O)(=O)O)NC(=O)C(NC(=O)C(CCNCS(=O)(=O)O)NC(=O)CCCCC(C)C)C(C)O)CCNC(=O)C(C(C)O)NC(=O)C(CCNCS(=O)(=O)O)NC(=O)C(CCNCS(=O)(=O)O)NC(=O)C(C(C)CC)NC1=O (stereo not given) | 2%
114 | Nc1ncnc2c1c(I)cn2C1OC(CO)C(O)C1O (stereo not given) | 15%

Compounds listed so far that contain a cyano group (four):
# | SMILES | ERK EGF inh
7 | Cc1ccccc1S(=O)(=O)c1cc(C#N)c(=O)[nH]c1N | 0%
36 | CCOC(=O)/C=c1\s/c(=C\c2ccc(C#N)cc2)c(=O)n1CC(=O)NCc1ccco1 | 6%
41 | CN(C)C(/C=C/Nc1cccc(Br)c1)=C(C#N)C#N | -12%[57.5 µM]
70 | CCc1[nH]nc2c1C1(CCN(C(=O)OCc3ccccc3)CC1)C(C#N)=C(N)O2 | 3%

Source: PubChem BioAssay
